# esBAF inh – inhibitors of esBAF chromatin remodeling in mouse ES cells; 2% of 350,000 active; reporter increase, % at 12.5 µM; Bmi1-luciferase knock-in reporter, 24 h; 100% = twice the neutral-well signal; AID 602393; in the data active = activation above about 40%; inconclusive = no clear call, values can overlap the other calls;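 also: 0% = median of the plate's neutral control wells and 100% = double that signal; a rise in the Bmi1 reporter signal indicates esBAF inhibition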
# RAD54 inh – RAD54 (human) branch migration inhibition. Q92698. RAD54 Holliday junction branch migration, FAM/BHQ fluorescence. inhibition, % at 10.4 µM. 0.14% of 360,000 active. AID 602329;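 active = mean normalized replicate activity at least 40 and at least half of replicates scoring 40 or more; inconclusive = only one of the two criteria met; inactive = mean below 40 and under half of replicates reaching 40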;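 also: 0% = median of neutral control wells and 100% = median of positive control wells; inhibitors cause a drop in the FAM fluorescence signal; in these data hits start at about 50%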
# PglD DTNB – inhibitors of Campylobacter jejuni PglD acetyltransferase. inhibition, % at 12.5 µM. purified PglD enzyme, DTNB colorimetric CoA detection. 0.098% of 360,000 active; in the data active = inhibition above about 16%, passing the limit was not always enough; inconclusive = no clear call, values can overlap the other calls; also: strong numbers were not always called active
# ERp5 inh – ERp5 (human) disulfide isomerase inhibition. AID 651711. 0.05% of 350,000 active. Q15084. ERp5 insulin aggregation, absorbance 650 nm, 90 min. inhibition, % at 9.99 µM;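 active = mean replicate inhibition above about 25%, with every replicate also reaching it, limit read from the data, passing the limit was not always enough; inconclusive = only one of those two criteria met; inactive = neither criterion met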
# RAD52 inh – blocks human RAD52 DNA annealing; recombinant RAD52 DNA annealing, FRET fluorescence; 0.46% of 360,000 active; inhibition, % at 18.7 µM;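 active = every replicate showing at least 50% inhibition; inconclusive = mean inhibition at least 50% but not in every replicate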
# Target sequence (P43351 whole entry, looked up): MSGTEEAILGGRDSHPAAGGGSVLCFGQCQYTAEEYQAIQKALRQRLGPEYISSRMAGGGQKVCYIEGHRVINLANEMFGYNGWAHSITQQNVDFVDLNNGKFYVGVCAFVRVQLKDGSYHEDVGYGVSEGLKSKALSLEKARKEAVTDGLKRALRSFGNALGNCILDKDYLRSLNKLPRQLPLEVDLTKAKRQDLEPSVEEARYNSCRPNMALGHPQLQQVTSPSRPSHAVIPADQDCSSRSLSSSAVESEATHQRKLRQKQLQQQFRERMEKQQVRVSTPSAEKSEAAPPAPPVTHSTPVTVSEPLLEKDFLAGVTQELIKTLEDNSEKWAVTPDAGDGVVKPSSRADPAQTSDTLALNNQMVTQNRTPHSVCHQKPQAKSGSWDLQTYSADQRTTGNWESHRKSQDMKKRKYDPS
# E-selectin induc – induces E-selectin expression in human endothelial cells; P16581; HUVEC E-selectin immunofluorescence imaging; normalized: neutral wells 0, TNF-alpha wells 100; activation, % at 7.58 µM; 0.37% of 260,000 active;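 active = mean E-selectin-positive cell signal at least 10% of the positive control, reached in at least 60% of replicates, without over 20% cell loss; inconclusive = no rule given, readout overlaps actives, possibly toxicity-flagged; inactive = the rest, including those meeting only one limit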;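 also: in these data hits start at about 27%; measured in HUVEC primary endothelial cells; signal is the percent of cells scored E-selectin positive by PE staining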
#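 System: HUVEC / Compound: single concentration / Signal: immunofluorescence imaging / Read-out: percent E-selectin-positive cells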
# CASP6 VEID inh – blocks human caspase-6 cleavage activity | purified caspase-6, Z-VEID-R110 cleavage fluorescence | inhibition, % at 12.5 µM | 0.53% of 350,000 active | AID 686996;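 active = mean inhibition across replicates at least about 35%, with every replicate also reaching that limit, limit read from the data; inconclusive = only one of the two criteria met; inactive = neither criterion met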;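 also: 0% = median of neutral control wells and 100% = no fluorescence left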
# Target sequence (P55212 24-179 limits assumed): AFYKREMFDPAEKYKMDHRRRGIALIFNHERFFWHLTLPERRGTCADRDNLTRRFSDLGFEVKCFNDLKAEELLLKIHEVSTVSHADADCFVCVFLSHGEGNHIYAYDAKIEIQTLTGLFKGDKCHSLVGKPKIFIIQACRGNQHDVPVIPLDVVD
# Target sequence (P55212 194-293 limits assumed): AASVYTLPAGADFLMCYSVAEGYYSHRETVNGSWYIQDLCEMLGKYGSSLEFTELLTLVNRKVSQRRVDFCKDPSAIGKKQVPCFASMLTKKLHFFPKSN
# ARNT TACC3 PPI – ARNT/TACC3 interaction disruption; AID 623870; Q9Y6A5; 0.66% of 390,000 active; AlphaScreen His-ARNT PAS-B/GST-TACC3 binding, luminescence; TACC3 fragment carries E629A point mutation; inhibition, % at 9.99 µM;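 active = mean inhibition of replicates at least 50% and at least half of replicates each reaching 50%; inconclusive = half or more replicates reach 50% but mean below 50%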;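 also: 0% = complete ARNT plus TACC3 wells and 100% = ARNT alone without TACC3; many hits fall short of the cut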
# * = called active by the depositor; u = inconclusive; x = not tested or not shown; & = joins results of further samples.
SMILES,esBAF inh,RAD54 inh,PglD DTNB,ERp5 inh,RAD52 inh,E-selectin induc,CASP6 VEID inh,ARNT TACC3 PPI
CC(=O)Nc1sc(C)c(C)c1C(=O)OC1CCOC1=O (centres undefined),-4.3,-2.3,-1.9,x,x,x,x,-5.0
O=C(C[C@@H]1CC[C@@H]2[C@H](COC[C@H](O)CN2CCC(F)(F)F)O1)NCc1ccc2c(c1)OCO2,-5.1,-5.5,0.6,1.1&1.3,8.4&-3.5,0.1&0.2,-0.7&-0.9,-5.0
COc1ccc(N2CCN(C(=O)CCc3ccc(S(=O)(=O)NC(C)(C)C)cc3)CC2)cc1,4.2,-7.0,-10.9,2.1,-6.8,-0.2,-0.6,1.6
COc1ccc(N2C[C@@]3(O)CC[C@@H](O)[C@@H](OC)[C@@H]3[C@@](C)(O)[C@@H]2CC=C(C)C)cc1,x,x,x,3.3,-12.4,0.0,-0.9,x
CCC(=O)N(Cc1cc2cc(OC)ccc2[nH]c1=O)c1ccc(C)cc1,-4.2,5.9,2.2,19.8,-7.2,x,0.5,-4.5
COCCN1C=C(C(=O)OC)C(c2ccc3c(c2)OCO3)C(C(=O)OC)=C1,-5.3,-7.6,3.5,x,x,x,x,-36.1
COC(=O)c1c(C)[nH]c(C(=O)NCCc2ccc(S(N)(=O)=O)cc2)c1C,-4.5,-6.1,-2.0,5.0,-20.8,x,6.8,-1.0
C[C@H](CO)N1C[C@H](C)[C@@H](CN(C)C(=O)Nc2ccccc2F)Oc2cc(Br)ccc2S1(=O)=O,2.6&2.9,7.7&3.8,2.5&1.9,-4.1&-7.6,-6.6&20.6,-0.1&0.5,1.5&0.6,-2.7
COc1ccccc1NC(=O)N1CC(=O)N2[C@@H](CO)[C@H](c3ccc(C#CC(C)C)cc3)[C@@H]2C1,x,x,x,-1.5,9.9,0.2,4.0,x
N#Cc1cccc(Cn2nnc(-c3ccccc3)n2)c1,24.2,-8.3,3.9,x,x,x,x,-6.7
COc1ccc(C(=O)Nc2nnc(CCc3ccccc3)s2)c(OC)c1,8.4,-13.3,1.2,-4.2,2.3,x,0.3,0.1
Cc1ccc(C)c(NC(=S)N2CCCCC2CO)c1 (centres undefined),x,x,x,3.2,-7.0,x,3.1,2.7
N#C[C@@H]1[C@@H](c2ccc(/C=C/c3ccccc3)cc2)[C@@H](CO)N1C(=O)Cc1ccccn1,26.5,0.1,-0.9,-0.9,-89.9,-0.2,0.7,2.2
CCN(CC)C(=O)c1nc[nH]c1C(=O)N1CCN(c2ccccc2)CC1,2.3,3.0,2.8,9.3,-13.2,-0.3,-0.4,-4.3
Cc1cc(=O)c(C(=O)O)cn1Nc1ccc(F)cc1,-3.0,-10.5,2.8,x,x,x,x,-18.9
CO/N=C/C(C#N)=C/c1cc(C(=O)c2ccc(F)cc2)cn1C,x,x,x,-0.9,-1.6,x,-3.7,-5.4
O=C1c2ccccc2CCc2ccccc21,8.5,4.7,1.3,-10.5,-2.3,x,-0.5,-1.7
Cc1onc(-c2c(Cl)cccc2Cl)c1C(=O)Nn1cnnc1,0.0,-6.0,-2.0,x,x,x,x,-18.7
C[C@H]1CN([C@@H](C)CO)C(=O)c2cc(NC(=O)Cc3ccccc3)ccc2O[C@H]1CN(C)S(=O)(=O)c1ccc(F)cc1,3.7,2.5,3.6,1.2,-23.0,-29.5,1.5,6.9
COc1ccc(CN2CCN(C(=O)c3ccco3)CC2)cc1,-2.8,-7.5,-2.7,x,x,x,x,-2.2

# Arranged by SMILES length (descending): some entries from above.
SMILES,esBAF inh,RAD54 inh,PglD DTNB,ERp5 inh,RAD52 inh,E-selectin induc,CASP6 VEID inh,ARNT TACC3 PPI
C[C@H]1CN([C@@H](C)CO)C(=O)c2cc(NC(=O)Cc3ccccc3)ccc2O[C@H]1CN(C)S(=O)(=O)c1ccc(F)cc1,3.7,2.5,3.6,1.2,-23.0,-29.5,1.5,6.9
COc1ccccc1NC(=O)N1CC(=O)N2[C@@H](CO)[C@H](c3ccc(C#CC(C)C)cc3)[C@@H]2C1,x,x,x,-1.5,9.9,0.2,4.0,x
COc1ccc(N2CCN(C(=O)CCc3ccc(S(=O)(=O)NC(C)(C)C)cc3)CC2)cc1,4.2,-7.0,-10.9,2.1,-6.8,-0.2,-0.6,1.6
CCC(=O)N(Cc1cc2cc(OC)ccc2[nH]c1=O)c1ccc(C)cc1,-4.2,5.9,2.2,19.8,-7.2,x,0.5,-4.5

# Further structures:
SMILES,esBAF inh,RAD54 inh,PglD DTNB,ERp5 inh,RAD52 inh,E-selectin induc,CASP6 VEID inh,ARNT TACC3 PPI
COc1ccc(CN(C)C[C@H]2Oc3ccc(NC(=O)Cn4cnnn4)cc3C(=O)N([C@@H](C)CO)C[C@@H]2C)cc1,0.3,-6.4,-4.2,-6.3,-16.1,0.5,0.8,10.3
CCCC(=NCC(=O)O)C1=C(O)C(C(=O)OC)C(C)(C)CC1=O (centres undefined),3.0,-2.9,-4.6,x,x,x,x,-1.9
Cc1ccc(C(=O)Nc2cccnc2Oc2ccc(Cl)cc2)cc1,-3.7,-0.1,-7.9,-1.7,-26.6,7.1,14.1,-8.7
COc1cccc(NC(=O)N[C@H]2CC[C@H](CC(=O)Nc3ccccc3)O[C@@H]2CO)c1,2.0,-6.5,-4.4,0.2,7.0,-0.2,5.8,3.4
O=C(NCc1cccs1)c1cc(S(=O)(=O)N2CCCCC2)ccc1Cl,-2.1,-0.1,-0.9,-1.7,3.1,x,-3.7,2.9
O=C(CCNS(=O)(=O)c1ccc(Cl)cc1)NCCc1ccccc1,5.5,-1.6,4.3,3.9,5.7,-0.1,-0.3,x
CCC(=O)N1CC[C@@H]2[C@H]1c1cc(-c3cccc(OC)c3)ccc1N(C)[C@H]2CO,3.1,2.7,-1.7,x,x,-0.2,x,-1.9
COc1ccc(C(=O)OCC(=O)NC2CCCC2)c(OC)c1OC,-0.6,-10.6,-6.6,1.1,-4.9,0.0,0.9,-9.0
COc1ccc(C(=O)NCc2ccc3c(c2)CCO3)cc1,x,x,x,0.1,-11.9,x,1.9,-4.6
CS(=O)(=O)N1CC(=O)N2[C@H](CO)[C@@H](c3ccc(C#Cc4ccc(F)cc4)cc3)[C@H]2C1,x,x,x,-9.8,-12.3,0.5,4.1,x
CCOC(=O)N1CCN(C(=O)CN2C(=O)COc3ccc(C)cc32)CC1,-0.9,3.0,0.9,x,x,x,x,-4.3
Cc1ccc(/C=N/NC(=O)c2cc(-c3ccncc3)nc3ccccc23)o1,-9.6,7.3,-0.7,-3.2,-20.9,0.8,0.9,7.8
CC(C)NC(=O)Nc1ccc2c(c1)C(=O)N([C@H](C)CO)C[C@H](C)[C@H](CN(C)S(=O)(=O)c1cccs1)OCCCC[C@@H](C)O2,-6.6,3.2,0.9,-3.8,14.2,x,0.6,-5.8
O=C(NCc1ccccc1)C1CCN(S(=O)(=O)c2ccc(N3CCCC3=O)cc2)CC1,x,x,x,3.1,-9.1,2.7,3.5,8.0
COC(CN(C)S(=O)(=O)c1cc2c3c(c1)CCC(=O)N3CCC2)OC,-4.0,-6.5,8.3,5.1,-8.5,x,4.6,x
CC1C=CCC2C(=O)N(c3cc(Cl)ccc3O)C(=O)C12 (centres undefined),-2.4,-2.2,2.9,5.0,-2.1,-0.9,-1.0,14.7
CC1Oc2ccccc2N(CC(=O)N2CCCCCC2)C1=O (centres undefined),-1.6,0.5,-5.3,-8.3,-0.4,x,-0.1,6.5
CC(C)n1nc(C(=O)OCC(=O)N(C)C2CCS(=O)(=O)C2)c2ccccc2c1=O (centres undefined),1.5,7.2,4.7,x,x,-0.4,x,-2.9
c1ccc(Oc2ccccn2)cc1,-2.8,-17.8,3.9,2.9,3.9,-0.1,-1.8,-0.1
O=C(C[C@H]1CC[C@@H]2[C@H](COC[C@@H](O)CN2Cc2cccc(Cl)c2)O1)NCc1cccc(F)c1,2.1,4.9,1.3,-9.0,-3.5,0.4,-0.4,9.6
CCOc1ccc2nc(S(=O)(=O)NC(=O)C3(C)CCN3C(=O)CCc3cccs3)sc2c1 (centres undefined),5.8,-4.3,-8.0,-0.1,-9.1,-0.4,1.5,x
CC(C)(C)C(=O)OCc1cn(-c2ccc(Cl)cc2)nn1,25.9,3.7,-6.1,x,x,x,x,-2.8
CCC(C)(C)NC(=O)c1cccc(NC(=O)C(C)C)c1,x,x,x,-3.2,-19.7,x,0.1,-5.9
CCn1nnnc1SCC(=O)Nc1nc(-c2cccs2)cs1,3.3,0.9,2.1,x,x,x,x,-25.0
O=C(CN1CCN(c2ccccc2)CC1)c1c[nH]c2ccccc12,-0.4,-1.5,-6.7,-2.9,-43.6,0.1,-1.2,0.0
Cc1ccccc1-c1cc2nc(NCCc3ccncc3)n(C)c(=O)c2s1,11.3,-0.9,0.8,0.7,-3.6,1.4,-3.3,x
C[C@H](CO)N1C[C@H](C)[C@@H](CN(C)Cc2ccncc2)Oc2ncc(C#CC3(O)CCCC3)cc2C1=O,-4.1,-4.6,-0.4,2.4,-2.6,u,2.3,-6.9
COc1ccccc1/C=N/OC(=O)c1ccc(C)cc1,2.9,5.6,-1.4,2.0,-8.2,0.0,0.3,-0.8
Cc1cc(-c2ccc(C)c(S(=O)(=O)NCC3CCN(Cc4cccc(F)c4)CC3)c2)on1,1.9,0.0,-1.6,0.4,-21.1,x,-1.2,11.7
CCOc1ccc(NC(=O)CSc2nnc(Cn3cnc([N+](=O)[O-])n3)n2C)cc1,x,0.9,0.1,x,x,0.9,x,-7.2
Cc1noc(C)c1NC(=O)Nc1ccc2c(c1)C(=O)N([C@H](C)CO)C[C@@H](C)[C@@H](CN(C)C(=O)NC(C)C)OCCCC[C@@H](C)O2,-0.7,-2.2,-0.7,-3.1,-10.2,x,-1.9,11.2
Nc1c2nc(-c3ccccc3)[nH]c(=O)c2nc(=O)n1-c1ccccc1,0.4,-10.8,4.7,0.8,-42.6,-0.3,-0.2,9.7
COc1ccccc1C(=O)NNC(=S)Nc1ccccc1,x,x,x,-8.1,-17.3,8.0,0.0,13.0
COc1cccc(-c2cccc(NC(=O)C3CCN(CC4CCOC4)CC3)c2)c1 (centres undefined),0.0,-6.7,1.1,8.9,-6.4,0.1,-21.6,-4.2
Cc1ccc(SCC(=O)c2c(C)nc3ccccn23)cc1,x,x,x,4.9,-8.0,x,0.1,1.9
Cn1nnc(-c2ccc(OCc3ccccc3F)cc2)n1,3.0,3.6,-1.6,x,x,x,x,-3.9
CC/C(=N\n1nnnc1Nc1ccccc1)c1ccccc1,-4.6,1.2,3.4,x,x,x,x,2.1
COc1ccc2c3c(n(C)c2c1)[C@H](CO)N(C(=O)Nc1ccc(F)cc1)CC31CCN(S(=O)(=O)c2cccc(F)c2)CC1,x,x,x,-1.7,16.2,-0.5,0.6,x
CN1C(=O)c2cc(NC(=O)Nc3ccccc3F)ccc2OC[C@@H]2O[C@H](CC(=O)NCc3ccc(-c4ccccc4)cc3)CC[C@@H]21,16.2,5.7,-2.1,-4.4,-22.0,0.1,0.6,8.9
O=C(Nc1cnc2ccccn2c1=O)c1ccc(Cl)cc1,42.8*,7.8,-3.3,x,x,x,x,-7.0
NC(Cc1c[nH]c2ccccc12)C(=O)NCc1ccco1 (centres undefined),x,x,x,-4.9,-19.4,2.0,0.5,2.4
CC(CCc1ccccc1)NC(=O)CN1CCN(c2ccc(O)cc2)CC1 (centres undefined),-1.1,3.4,-2.2,-9.1,0.0,-2.5,3.5,-9.5
Cc1cc(NC(=O)NC2(C(F)(F)F)Oc3ccc(Cl)cc3O2)no1 (centres undefined),-2.5,-4.3,0.2,-2.7,-9.2,x,2.4,14.8

# Bioassay records from PubChem.
